# Compound activity deposited in PubChem BioAssay by Sanford-Burnham Center for Chemical Genomics.
# tim23-1 inh: inhibits growth of tim23-1 mutant yeast; S. cerevisiae tim23-1 growth, BacTiter-Glo luminescence, 24 h; inhibition, % at 20 µM; 1.3% of 330,000 active; AID 463212;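 active means growth inhibition of the mutant yeast at or above 50%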;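 further: temperature-sensitive mutant grown at 25 °C; plate controls were DMSO-treated mutant yeast for no effect and medium wells lacking yeast for full effect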
# APJ antagonist: antagonists of human APJ apelin receptor; P35414; CHO-K1 APJ beta-arrestin complementation, luminescence; inhibition, % at 20 µM; 0.32% of 330,000 active; AID 2521;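 active means inhibition above about 40% at 20 µM, limit read from the data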;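 further: cells challenged with 10 nM apelin-13 agonist together with compound; plate controls were apelin-13 plus DMSO wells for no effect and DMSO wells lacking apelin-13 for full effect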
# APJ agonist: APJ receptor agonism. 0.11% of 330,000 active. activation, % at 20 µM. CHO-K1 APJ PathHunter beta-arrestin, luminescence; 0% DMSO wells, 100% apelin. P35414. AID 2520;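 active means activation more than six SD over the plate average, tested at 20 µM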;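 further: 0% = DMSO alone and 100% = apelin-13 at 10 nM; some results filed as inactive read as strong as hits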
#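 Assay system: engineered CHO-K1 APJ arrestin reporter cells; Amount: 1000 CHO-K1 reporter cells seeded per well; Dosing: one dose, 20 µM compound, 1% DMSO; Times: compound stimulation 90 min at 25 °C, detection 60 min; Measured by: luminescent beta-gal fragment complementation, chemiluminescent substrate; Read-out: APJ–arrestin association signal; Controls: DMSO vs Apelin-13 10 nM.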
# CHOP UPR activ: activators of apoptotic arm of unfolded protein response (CHOP). CHO-CHOP luciferase reporter, UPR activation, luminescence; percent of tunicamycin response over DMSO baseline. activation, % at 10 µM. 0.34% of 330,000 active. AID 449763;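 active means at 10 µM dose, activation of 40% or more, normalized to positive control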;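 further: 100% = tunicamycin at 10 µg/mL and 0% = DMSO alone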
#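 assay system = CHO CHOP reporter cells | amount = 500 CHO-CHOP cells per well | buffer or medium = F12 with 10% FBS | incubation = 16-18 h cell attachment, then 6 h compound exposure, 37 °C | detection = luminescence read with Steady-Glo | read-out = percent activation relative to tunicamycin control | controls = tunicamycin high control, DMSO low control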
# 697 NFkB inh: inhibitors of the PMA/ionomycin-induced NF-kB reporter in 697 B cells; 697 B-cell NF-kB luciferase reporter, 16 h; 0.33% of 330,000 active; AID 435022; inhibition, % at 4 µM; in the data active means inhibition above about 35%
# Mdm2-MdmX inh: disrupts the human Mdm2-MdmX interaction; O15151+Q00987; SaOS-2 split-luciferase Mdm2/MdmX complementation, luminescence; inhibition, % at 8 µM; 3% of 330,000 active;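 active means inhibition of at least 50% at 8 µM in the primary screen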
# Target sequence (O15151 whole entry, looked up): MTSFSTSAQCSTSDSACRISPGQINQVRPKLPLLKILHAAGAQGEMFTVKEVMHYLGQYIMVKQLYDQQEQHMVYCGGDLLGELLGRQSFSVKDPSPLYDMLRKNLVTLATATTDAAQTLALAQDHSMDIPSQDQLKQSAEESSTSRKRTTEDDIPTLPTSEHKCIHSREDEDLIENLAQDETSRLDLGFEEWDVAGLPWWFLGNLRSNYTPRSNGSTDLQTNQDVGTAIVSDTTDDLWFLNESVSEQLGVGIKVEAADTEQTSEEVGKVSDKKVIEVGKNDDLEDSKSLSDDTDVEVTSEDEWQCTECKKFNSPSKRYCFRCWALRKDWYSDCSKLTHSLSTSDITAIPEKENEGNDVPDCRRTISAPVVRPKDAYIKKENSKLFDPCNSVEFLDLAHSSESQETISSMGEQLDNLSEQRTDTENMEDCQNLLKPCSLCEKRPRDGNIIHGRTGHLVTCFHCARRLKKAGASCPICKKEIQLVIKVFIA
# Target sequence (Q00987 whole entry, looked up): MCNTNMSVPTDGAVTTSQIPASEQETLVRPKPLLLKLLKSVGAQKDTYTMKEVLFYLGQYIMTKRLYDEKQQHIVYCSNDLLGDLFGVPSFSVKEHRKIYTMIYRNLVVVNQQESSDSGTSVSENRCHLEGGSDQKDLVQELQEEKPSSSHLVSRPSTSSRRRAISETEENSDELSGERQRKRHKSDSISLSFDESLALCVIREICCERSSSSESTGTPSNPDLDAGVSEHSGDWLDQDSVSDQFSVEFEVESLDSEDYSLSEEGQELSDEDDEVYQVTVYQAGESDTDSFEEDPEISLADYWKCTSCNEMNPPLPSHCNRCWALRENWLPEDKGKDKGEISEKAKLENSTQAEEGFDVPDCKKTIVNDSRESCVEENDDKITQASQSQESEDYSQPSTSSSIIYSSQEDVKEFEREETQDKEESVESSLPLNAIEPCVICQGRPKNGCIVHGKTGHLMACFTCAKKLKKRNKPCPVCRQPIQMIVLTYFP
# Jurkat NFkB inh: inhibitors of the PMA/ionomycin-induced NF-kB reporter in Jurkat cells | PMA/ionomycin-induced NF-kB luciferase reporter, luminescence | inhibition, % at 4 µM | 0.53% of 330,000 active | AID 435003; in the data active means inhibition above about 50%
# UPR XBP1 act: adaptive UPR (XBP1) activation; CHO-XBP1 luciferase reporter, IRE1-XBP1 UPR activation, luminescence; percent of tunicamycin response, DMSO as zero; 0.33% of 330,000 active; activation, % at 20 µM;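 active means versus positive control, 20 µM dose yields 30% or more activation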;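 further: 100% = tunicamycin at 10 µg/mL and 0% = DMSO only wells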
#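 Material: CHO-XBP1 cells stably carrying IRE1-XBP1-driven luciferase reporter | Medium: F12 with 10% serum | Compound dosing: 20 µM single concentration, DMSO 1% | Incubation: Overnight seeding at 37 °C, 6 h compound treatment at 37 °C | Detection: Steady-Glo luminescence read | Read-out basis: % activation of reporter signal versus tunicamycin and DMSO controls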
# Active calls of the source: *.
SMILES,tim23-1 inh,APJ antagonist,APJ agonist,CHOP UPR activ,697 NFkB inh,Mdm2-MdmX inh,Jurkat NFkB inh,UPR XBP1 act
CC(C)(C)c1ccc(OCC(O)CN2CCc3ccccc3C2)cc1 (configuration not stated),-44,-8,-1,0.0,-4,28,3,-4
COc1cccc(-c2nn(-c3ccccc3)cc2CNC(C)Cn2cncn2)c1 (configuration not stated),5,21,-1,-0.7,5,11,3,-2
Clc1ccccc1CSc1nnc(/C=C/c2ccccc2)o1,22,10,0,1.0,-17,-2,4,2
O=C(OCC(=O)c1ccco1)c1ccc2ncsc2c1,-1,-4,-3,3.7,-15,13,-8,3
Cc1ccc(NC(=O)CCC(=O)NNC(=S)Nc2ccccc2)c(C)c1,7,6,-2,-0.2,-41,-24,-1,-1
O=C(OC1CCOC1=O)c1ccc(S(=O)(=O)N2CCCCCC2)cc1 (configuration not stated),24,-11,-3,-1.7,11,8,-9,-1
Cc1cccc(NC(=O)c2sc3nc(N4CCOCC4)c4c(c3c2N)CCCC4)c1,30,0,-12,8.0,-106,-19,-44,-3
Cc1ccc(CS(=O)(=O)c2nc3c(c(N(C)C)n2)CCCC3)cc1,8,-6,-3,-1.2,6,3,0,0
Clc1ccc2c(c1)CCc1cccnc1C2=C1CCNCC1,7,8,-2,-2.0,7,61*,12,-3
O=C1N/C(=C/c2ccc(Br)cc2)C(O)=C1C=NCc1ccccc1,7,-7,0,2.8,0,37,17,2
COC(=O)c1cc(-c2ccc(Br)cc2)c2c(=O)[nH]c(=O)n(C)c2n1,14,13,-7,-0.9,-9,43,7,7
CCOC(=O)N1CCN(C(=O)c2c(Cl)cnn2C)CC1,19,-13,2,0.5,3,11,2,0
Cc1ccc(N(CC(=O)Nc2ccc3c(c2)OCCO3)S(C)(=O)=O)cc1,10,9,-2,1.7,-23,-1,-39,-5
CCOC(=O)NC(=O)CSc1nc(C)cc(C(F)(F)F)c1C#N,-7,5,-3,3.1,7,59*,-11,2
CC(=O)CCc1ccc(OC(=O)c2cccnc2)cc1,6,-1,7,1.7,7,27,9,-1
O=C(NCCc1cn2ccccc2n1)c1ccccc1F,5,-3,-1,0.3,15,0,-6,-9
O=C(COc1ccc(Cl)cc1)Nc1nc(-c2ccncc2)cs1,11,4,8,-2.5,-13,-7,-1,-5
CCOc1ccccc1N(CC(=O)NCCSCc1ccco1)S(=O)(=O)c1ccccc1,34,9,-4,1.0,-10,-7,-5,0
CC(C)[C@H](NC(=O)c1ccc([N+](=O)[O-])cc1Cl)C(=O)N1CCN(C/C=C/c2ccccc2)CC1,12,-1,-1,1.6,9,42,2,-5
CCC(=O)N(Cc1cc2cccc(C)c2[nH]c1=O)c1ccccc1OC,12,14,-1,-0.3,14,10,3,-2
Cc1ccc(CN2CCC(n3nccc3NC(=O)C3CCOC3)CC2)cc1C (configuration not stated),16,-4,-4,2.4,-6,33,14,-3
O=C(CC1SC(=Nc2ccccc2)N(Cc2ccccn2)C1=O)Nc1cccc(Cl)c1 (configuration not stated),21,1,-4,1.4,-22,-5,-15,-3
CNS(=O)(=O)c1cccc2nsnc12,-7,8,-2,1.1,18,0,19,-3
Cc1ccc(NS(=O)(=O)c2cc(C(=O)NCCCN(C)C)ccc2Cl)cc1Cl,-25,22,2,2.3,-15,12,3,-4
CC(=O)NS(=O)(=O)c1ccc(NC(=S)NC(=O)c2ccco2)cc1,4,5,-2,-0.2,10,8,5,-2
O=C(Nc1ccc(Nc2ccccc2)cc1)c1c(Cl)cccc1Cl,35,0,2,-0.9,-59,5,-22,-1
Cn1c(C2CCCCC2)nc2c1c(=O)[nH]c(=O)n2Cc1ccccc1,3,-14,-4,-1.3,1,20,14,2
CSc1ncc(Cl)c(C(=O)Nc2cc(C)ccc2C)n1,-1,11,0,-0.2,1,-16,1,5
O=C(NNc1cccc(Cl)n1)c1c(Cl)cccc1Cl,7,1,-3,-1.1,2,-9,-6,4
Cc1ccc(C(=O)c2c(NC(=O)c3ccccc3C)sc(C)c2C)cc1,18,-7,-4,-4.4,-13,18,-5,-4
Nc1ncnc2c1ncn2C1CCC(CO)C(O)C1 (configuration not stated),19,-8,6,-1.9,-29,-8,-26,2
O=C(O)c1cc(-c2ccccc2Cl)n(-c2cccc(Cl)c2)n1,17,0,-2,0.4,-1,-4,-5,-1
COc1ccccc1N1C(=O)CC(N2CCc3ccccc32)C1=O (configuration not stated),11,-32,-3,-0.3,-33,-3,-5,0
c1ccc(Cn2c(-c3cncs3)nc3ccccc32)cc1,33,8,-3,3.6,-32,-2,-14,6
O=C(c1ccc(Cl)cc1)N1CCC(O)(CSc2ccc(Cl)cc2)CC1,41,0,-6,-3.2,13,31,2,0
COC(=O)c1ccc(CSc2ncnc3c2oc2ccccc23)o1,13,-15,-5,-0.5,8,-32,9,2
CC(C)OP(=O)(OC(C)C)C(C)NC(=O)Cc1ccccc1 (configuration not stated),12,10,-2,0.7,12,-18,6,-3
O=C(N/N=C/c1ccccn1)c1ccc([N+](=O)[O-])cc1,0,30,-4,1.4,-3,21,-17,-1
Cc1nnc2n(c1=O)C(CS(=O)(=O)c1ccc3ccccc3c1)CS2 (configuration not stated),-2,6,-2,1.2,3,21,-4,-3
N#CCCN(C(=O)COC(=O)CCN=C1NS(=O)(=O)c2ccccc21)c1ccc(F)cc1,-12,-1,-6,-1.8,14,24,7,-1
COC(=O)c1ccc(COc2cc([N+](=O)[O-])cc3cccnc23)o1,-1,-13,-3,1.7,-13,8,12,-3
Cc1ccc(C(=O)COC(=O)c2ccc(-c3cnc4ccccc4n3)cc2)cc1C,-4,10,-4,6.7,-17,5,7,-1
O=C(O)c1ccc(-n2ccnc2)c([N+](=O)[O-])c1,15,1,3,-0.4,-15,5,11,1
COc1ccccc1N(CC(=O)Nc1ccccc1C(=O)NC(C)C)S(C)(=O)=O,2,9,-3,1.4,8,8,8,0
COC(=O)c1c(NC(=O)COC(=O)c2ccc(Cl)cc2[N+](=O)[O-])sc2c1CCCCC2,7,2,-2,0.4,-4,35,4,9

# Pulled by compound from the list above, 4 records:
SMILES,tim23-1 inh,APJ antagonist,APJ agonist,CHOP UPR activ,697 NFkB inh,Mdm2-MdmX inh,Jurkat NFkB inh,UPR XBP1 act
COC(=O)c1c(NC(=O)COC(=O)c2ccc(Cl)cc2[N+](=O)[O-])sc2c1CCCCC2,7,2,-2,0.4,-4,35,4,9
O=C(N/N=C/c1ccccn1)c1ccc([N+](=O)[O-])cc1,0,30,-4,1.4,-3,21,-17,-1
COC(=O)c1ccc(CSc2ncnc3c2oc2ccccc23)o1,13,-15,-5,-0.5,8,-32,9,2
CC(C)OP(=O)(OC(C)C)C(C)NC(=O)Cc1ccccc1 (configuration not stated),12,10,-2,0.7,12,-18,6,-3

# Single values from the results shown:
# 697 NFkB inh result of `O=C(c1ccc(Cl)cc1)N1CCC(O)(CSc2ccc(Cl)cc2)CC1` : 13
# APJ agonist result of `COC(=O)c1ccc(CSc2ncnc3c2oc2ccccc23)o1` : -5

# Going on with the list:
SMILES,tim23-1 inh,APJ antagonist,APJ agonist,CHOP UPR activ,697 NFkB inh,Mdm2-MdmX inh,Jurkat NFkB inh,UPR XBP1 act
O=C(c1ccc(S(=O)(=O)N2CCCC2)cc1)N1CCN(c2cccc(Cl)c2)CC1,20,2,2,-0.5,-2,24,7,-7
Cc1cc(=O)[nH]c(Sc2c(-c3ccccc3)c3ccccc3[nH]c2=O)n1,3,8,-3,-0.2,17,17,3,4
Cc1nn(Cc2ccc(C(=O)N3CCN(C(=O)c4ccco4)CC3)o2)c(C)c1[N+](=O)[O-],-9,3,0,0.4,8,21,-8,-3
NC(=O)c1ccsc1NC(=O)CCS(=O)(=O)c1ccc(F)cc1,7,-2,4,-0.5,-16,30,15,-1
Cn1cnnc1SCC(=O)N1CCC(Cc2ccccc2)CC1,10,-3,-1,-1.4,11,-4,-15,0
Cn1nnnc1SCC(=O)Nc1sccc1C(N)=O,9,8,-1,0.9,-2,1,7,0
CCOc1cc(/C=N/NC(=O)C(=O)Nc2cc(Cl)ccc2C)ccc1O,13,17,-2,0.4,20,13,-7,-2
CC(C)c1nnc(NC(=O)CCC(=O)Nc2ccc(F)cc2)s1,-1,-11,-2,-1.3,13,10,-3,-2
COC(=O)c1ccc(N2NC(=O)/C(=C/c3ccc(OC)c(OC)c3)C2=O)cc1,11,3,-3,9.8,7,16,6,19
CN(C)S(=O)(=O)c1cc(NC(=O)CN2CCN(c3ccc(O)cc3)CC2)ccc1Cl,7,-36,0,-2.2,0,-10,-10,-2
C/C(=N/OC(=O)c1c(-c2c(F)cccc2Cl)noc1C)c1cnccn1,-5,-9,-1,0.9,-13,2,0,-2
Cc1cc2c(cc1C)C(c1ccccc1OC(C)C)CC(=O)N2 (configuration not stated),35,9,-2,0.9,-76,57*,52*,-4
CC(=O)Nc1cccc(OCC(O)Cn2cnc3ccccc32)c1 (configuration not stated),-9,-7,-2,-1.6,14,16,15,2
CC(C)(C)Nc1nc(C(N)=O)nc(N2CCOCC2)n1,13,-4,-3,-2.1,-17,36,-32,2
Cc1c(C(=O)N2CCC2)oc2ccc(Cl)cc12,17,14,-4,0.5,-5,-14,-16,1
CN(CC(=O)Nc1ccc(Cl)c(C(F)(F)F)c1)C(=O)c1cccc(N2C(=O)CCC2=O)c1,8,5,-3,-0.3,8,-11,9,-2
S=C(NCc1ccc2c(c1)OCO2)Nc1ccc2nsnc2c1,19,-34,1,3.7,-27,-9,-15,3
CSc1ccccc1C(=O)C1CCCN(C(=O)c2ccc(N3CCOCC3)cc2)C1 (configuration not stated),18,-2,-3,-1.5,0,15,12,0
CC(=O)c1ccc(Oc2ncnc3sccc23)c(CN2CCOCC2)c1,11,-8,-1,-1.3,-5,7,-8,0
COc1cccc(-c2ccc(SCc3ccccn3)nn2)c1,20,6,6,4.6,-24,-59,-59,4
CC(CCc1ccccc1)NC(=O)c1cnc(Cl)c(Cl)c1 (configuration not stated),1,-5,-2,0.6,6,13,2,-3
CCCCN(C(=O)Cc1cccc(F)c1)c1c(N)n(CCC)c(=O)[nH]c1=O,9,-12,-2,0.6,-16,1,-2,5
Cc1ccccc1OCC(=O)OCC(=O)Nc1ccc(S(N)(=O)=O)cc1,7,5,-4,1.0,-1,8,-2,0
Cc1cc(C)c(S(=O)(=O)/N=C2\C=CC(=O)C(Cl)=C2)c(C)c1,29,2,1,-2.2,-2,4,0,-2
COCCN(CCOC)c1nc(-c2ccc([N+](=O)[O-])cc2)nc2ccccc12,30,-6,-1,-1.0,-1,17,3,-6
COc1cccc(-c2nc(-c3ccc(NC(=O)c4ccncc4)cc3)no2)c1,10,9,0,1.1,-36,-8,-10,2
CCc1[nH]c(=O)c(C#N)c2c1CCCC2,10,5,-1,1.9,18,-7,5,0
Cc1nn(C2CCS(=O)(=O)C2)c(Cl)c1/C=C/C(=O)OCC(=O)Nc1ccccc1OC(F)F (configuration not stated),7,-2,-1,-1.4,7,20,7,-1
NC(=O)CSc1nnc2n(N)c(=O)c3ccccc3n12,3,2,-4,0.8,3,8,7,-3
COc1ccc(OC)c(N(CC(=O)Nc2cccnc2)S(=O)(=O)c2ccc(C)cc2)c1,14,10,-3,-0.6,-13,27,25,1
COc1cc(/C=C/C(=O)N(C)c2ccccc2C(=O)O)cc(OC)c1OC,14,2,-2,0.2,-23,-9,-7,-1
COCCn1c(=O)[nH]c2cc(C(=O)Nc3cc(OC)c(OC)c(OC)c3)ccc2c1=O,-3,2,-1,0.0,22,11,-2,-1
